mcGAS lum: blocks mouse cGAS activity | inhibition, % at 12.5 µM | Q8C6L5 | recombinant cGAS, Kinase-Glo ATP depletion luminescence | 0.15% of 160,000 active | AID 1259399;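 also: 0% = negative control wells and 100% = reference inhibitor with no enzyme activity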
NPYLR7 ag: activates Aedes aegypti NPYLR7 receptor; HEK293T NPYLR7/Galpha15, GCaMP6s calcium fluorescence; activation, % at 10 µM; 0.15% of 270,000 active; AID 1259423; in the data active = activation above about 40%;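 also: 0% = vehicle and 100% = reference agonist at the receptor; some compounds past the cut are filed as inactive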
hcGAS inh: human cGAS inhibition. inhibition, % at 12.5 µM. Q8N884. recombinant h-cGAS, ATP depletion, Kinase-Glo luminescence. 0.081% of 290,000 active;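 also: 0% = vehicle reaction and 100% = reaction without DNA for no activity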
Target sequence (Q8N884 whole entry, looked up): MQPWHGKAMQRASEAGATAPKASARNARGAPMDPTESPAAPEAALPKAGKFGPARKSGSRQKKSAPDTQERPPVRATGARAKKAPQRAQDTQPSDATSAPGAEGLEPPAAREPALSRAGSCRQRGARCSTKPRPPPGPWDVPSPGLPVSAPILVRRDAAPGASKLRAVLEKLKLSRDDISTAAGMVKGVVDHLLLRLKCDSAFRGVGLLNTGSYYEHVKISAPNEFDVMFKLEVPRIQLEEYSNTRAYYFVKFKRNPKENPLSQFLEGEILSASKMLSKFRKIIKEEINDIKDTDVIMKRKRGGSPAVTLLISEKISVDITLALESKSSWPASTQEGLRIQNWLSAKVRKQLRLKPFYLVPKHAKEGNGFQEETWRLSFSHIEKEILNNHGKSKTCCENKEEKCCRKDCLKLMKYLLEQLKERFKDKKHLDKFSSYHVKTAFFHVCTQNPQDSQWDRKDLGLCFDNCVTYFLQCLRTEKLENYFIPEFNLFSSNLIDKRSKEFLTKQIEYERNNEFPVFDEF
Active calls of the source: *; · = no result given; & = joins results of further samples; ! = not active in a repeat. Rule as the data show it, unless noted: active = inhibition above about 40%; inactive = the rest.

Values run as follows: hcGAS inh, mcGAS lum, NPYLR7 ag
- O=C(O)c1cc(O)c2c(O)c3c(O[C@H]4O[C@H](CO)[C@@H](O)[C@H](O)[C@H]4O)cccc3c(-c3c4cc(C(=O)O)cc(O)c4c(O)c4c(O[C@H]5O[C@H](CO)[C@@H](O)[C@H](O)[C@H]5O)cccc34)c2c1
 : 42*!, ·, -17
- CCOC(=O)N1CCN(/C=C(\C#N)C(=O)NCc2ccccc2)CC1
 : -4, ·, 8
- CC(=O)NCC1CCC2(CCN(C(=O)Nc3c(C)nn(C)c3C)CC2)O1 (stereo not given)
 : -5, -4, ·
- CC1CN(c2cc(Cl)nc(SCC(=O)N3CCN(c4cccc(Cl)c4)CC3)n2)CCN1C(=O)c1ccc(F)cc1 (stereo not given)
 : 4, 1, 1
- O=C(Nc1n[nH]c2c(Cl)cccc12)c1csc(Br)c1
 : -9, -15, 3
- CCCC(C)CN1CCC(n2cc(CN(C)C)nn2)CC1 (stereo not given)
 : -6, -12, -4
- Cc1onc(-c2ccccc2)c1C(=O)Nc1ccccc1N1CCCC1=O
 : -6, ·, -3
- COCCN1CCC(Cn2cnnc2)C1 (stereo not given)
 : 2, ·, -4
- CC(C)CC(NC(=O)c1ccn(C)c(=O)c1)c1cccs1 (stereo not given)
 : 1, ·, -3
- COc1ccc(C(=O)NNc2nc3c(C)c(C)ccc3s2)cc1OC
 : -5, -7, 5
- CCc1nc2n(n1)C(=O)C(C(c1ccc(Br)cc1)N1CCC(C(N)=O)CC1)S2 (stereo not given)
 : -6, -6, -3
- CCn1c(C)nnc1CN1CCC(CN2CCCCC2)C1 (stereo not given)
 : -5, ·, 2
- Cc1c(C(=O)NCc2ccc(Cl)c(Cl)c2)sc(=O)n1Cc1ccncc1
 : -4, ·, 12
- COc1cn(CC(=O)NCc2ccc3c(c2)OCO3)c(CSc2nnc(C)s2)cc1=O
 : -3, -4, -7
- CC1C(=O)N(c2ccc(F)cc2)CCN1C(=O)C1CCCC1 (stereo not given)
 : -7, -7, -2
- Cc1ccc2[nH]c(C(=O)N3CCC(N4CCCC4)CC3)cc2c1C
 : -6&-2, -12, 6&9
- NC(=O)CSc1c[nH]c2ccccc12
 : -6, ·, 3
- CCc1ccccc1NC(=O)c1cc(-c2cccs2)nc2ccccc12
 : -10, -7, -2
- Cc1nn(CC(=O)NC2CCCC2)c(C)c1S(=O)(=O)N(C)C
 : -9, ·, -6
- CSc1ncccc1C(=O)N1CCN(c2nccc(-c3cccs3)n2)CC1
 : -5, 5, 23
- O=S(=O)(c1ccc(Cl)cc1)N1CCC(Cc2ccc3c(c2)OCO3)CC1
 : -7, -7, 1
- CCc1cc(OCc2ccc(C(N)=O)cc2)ccc1Cl
 : -14, -6, 6
- O=C(CSc1nc(=O)n(Cc2ccco2)c2c1CCCC2)N1CCN(c2ccccc2)CC1
 : 0, 0, 6
- Cc1ccc(NC2CCCN(C(=O)c3ccc4c(c3)no[n+]4[O-])C2)cc1C (stereo not given)
 : -13, ·, 1
- N[C@@H]1CC[C@@H](NC(=O)C(=O)c2ccccc2)C1
 : -5, -17, -1
- CC(C)COc1nc(-c2ccc(Cl)c(Cl)c2)n(-c2ccc(NC(=O)c3ccccc3F)cc2)n1
 : 6, 3, ·
- Cc1ccc(C)c(C(=O)CCC(=O)N2CCN(S(=O)(=O)c3c(C)noc3C)CC2)c1
 : -4, ·, 11
- Cc1cc(C)cc(NC(=O)CSc2nc(=O)n(Cc3ccccn3)c3c2CCC3)c1
 : -8, -12, 17
- O=C1CN(c2ccc(Cl)cc2)C(=O)N1
 : 2, -3, 3
- COc1ccc(-c2ccc(C(C)N3CCOCC3)cc2)nn1 (stereo not given)
 : -6, -24, 2

Four of the compounds above, with each value named:
O=C(O)c1cc(O)c2c(O)c3c(O[C@H]4O[C@H](CO)[C@@H](O)[C@H](O)[C@H]4O)cccc3c(-c3c4cc(C(=O)O)cc(O)c4c(O)c4c(O[C@H]5O[C@H](CO)[C@@H](O)[C@H](O)[C@H]5O)cccc34)c2c1
  hcGAS inh: 42*!	mcGAS lum: ·	NPYLR7 ag: -17

CCOC(=O)N1CCN(/C=C(\C#N)C(=O)NCc2ccccc2)CC1
  hcGAS inh: -4	mcGAS lum: ·	NPYLR7 ag: 8

CC(=O)NCC1CCC2(CCN(C(=O)Nc3c(C)nn(C)c3C)CC2)O1 (stereo not given)
  hcGAS inh: -5	mcGAS lum: -4	NPYLR7 ag: ·

CC1CN(c2cc(Cl)nc(SCC(=O)N3CCN(c4cccc(Cl)c4)CC3)n2)CCN1C(=O)c1ccc(F)cc1 (stereo not given)
  hcGAS inh: 4	mcGAS lum: 1	NPYLR7 ag: 1

Other results.
Values run as follows: hcGAS inh, mcGAS lum, NPYLR7 ag
- O=C(Cc1csc(-c2ncccn2)n1)NCc1ccc(Cl)cc1Cl
 : -8, ·, 1
- O=C(Cn1ccc2ccccc21)N1CCCC(Cn2ccnc2)C1 (stereo not given)
 : -9, -12, -3
- Cc1cn(CC(=O)N2CCN(c3ccc(O)cc3)CC2)c2ccccc12
 : -12, -18, 0
- COc1ccc(S(=O)(=O)NC(C)C)cc1Br
 : -9, ·, -22
- N#CC1C(=N)Oc2n[nH]c(-c3cccc([N+](=O)[O-])c3)c2C1c1cccc(O)c1 (stereo not given)
 : -4, ·, -2
- O=S(=O)(c1ccccc1OC(F)(F)F)N1CCN(C2c3ccccc3CCc3ccccc32)CC1
 : -7, -8, 6
- O=C1CCCc2occ(C(=O)N3CCC(Oc4ccc(C(F)(F)F)cc4)CC3)c21
 : 6, ·, -1
- CCC1CCCCN1Cc1nc2c(c(=O)n(C)c(=O)n2C)n1Cc1ccccc1 (stereo not given)
 : -5, -9, 1
- COc1cc(C(=O)Oc2ccc3c(OC)c4ccoc4nc3c2OC)cc(OC)c1OC
 : 6, -4, 6
- Cc1nn(S(=O)(=O)N2CCCCC2)c(C)c1Cl
 : -6, ·, -4
- O=C(NCCNc1nc(-c2ccccc2Cl)nc2ccccc12)c1cccs1
 : -1, -5, 7
- CCN1C(=S)NC(c2ccc(NC(=O)C34CC5CC(CC(C5)C3)C4)cc2)C(C(=O)OCC(C)C)=C1C (stereo not given)
 : -4, -7, 21
- CCOC(=O)c1c(CN2CCN(c3ccccc3)CC2)n(-c2ccccc2)c2cc(Br)c(OC)cc12
 : -5, -7, -4
- O=C(c1coc(CN(CCc2c[nH]c3ccccc23)Cc2ccc(C(F)(F)F)cc2)n1)N1CCCC1
 : 2, -4, 14
- C#CCOCC(O)CN(Cc1cccc(OC)c1)Cc1ccco1 (stereo not given)
 : 0, -3, -6
- COCCn1cc(C(=O)N2CCN(C(=O)C3CCCC3)CC2)c2nn(-c3ccccc3)c(=O)c-2c1
 : -2, -1, -1
- O=[N+]([O-])c1cccc(NC2=NS(=O)(=O)c3ccccc32)c1
 : 3, -6, 19
- CC1(C)C2CCC1(CS(=O)(=O)Nc1ccc(OC(F)F)c(Cl)c1)C(=O)C2 (stereo not given)
 : -2, ·, 5
- CC(C)Cc1nnc2sc(/C=C/c3ccccc3)nn12
 : -4, -6, 2
- Cc1noc(C)c1CNC(=O)c1nn(C)c(=O)c2ccccc12
 : -4, ·, 1
- Cc1ccc(-c2nnn3c2nc(NCc2ccccc2)c2ccccc23)cc1
 : 0, 0, -7
- CC(C)n1nnc2c(=O)oc3ccccc3c21
 : -1, ·, 11
- CC(C(=O)NCc1ccccc1Cl)n1ncccc1=O (stereo not given)
 : -2, ·, -1
- Cc1c(Cl)cccc1NC(=O)N1CCN(c2cc(-n3cccn3)ncn2)CC1
 : 3, -2, -10
- COc1ccccc1OCC(=O)NC1CC(=O)N(Cc2ccccc2Cl)C1 (stereo not given)
 : -2, ·, 3
- Cc1cccc(Cn2ncc(O)c(Cl)c2=O)c1
 : -1, -5, 2
- COCCOC(=O)c1ccc(NC(=O)CN2C(=O)c3ccccc3C2=O)cc1
 : 10, 4, -3
- CCCC(=O)N1CCCC(C(=O)NCc2ccnc(N(C)CC)c2)C1 (stereo not given)
 : -11, ·, -1
- Cc1cccc(-c2cnc(C)nc2C2CCCN(C(=O)c3ccc(N4CCCC4)cc3)C2)c1 (stereo not given)
 : -12, -13, 15
- COc1cc(C)c(CSCC(=O)Nc2nccs2)cc1OC
 : -8, ·, 4

Remaining list, next part:
Values run as follows: hcGAS inh, mcGAS lum, NPYLR7 ag
- CCCCC(O)(CCCC)C(=O)NNc1ccc(C)cc1C
 : -2, -8, 14
- Cc1nc(-c2ccccc2)sc1C(=O)NN=C1CCSCC1
 : -9, ·, 10
- CSCCC(=O)N1CCCCC(NC(=O)C2CCOCC2)C1 (stereo not given)
 : 9, -1, ·
- O=C1CC(c2ccccc2O)Cc2nc(N3CCN(c4ccccn4)CC3)ncc21 (stereo not given)
 : -9, ·, 14
- Cn1nnnc1SCc1nc(N)nc(Nc2ccccc2)n1
 : -5, ·, 2
- O=S(=O)(NCc1ccccc1)Nc1ccc2c(c1)OCO2
 : -3, ·, -5
- CC(c1nc(N)nc(N(C)C)n1)N1CCC2(CCCCC2)C1 (stereo not given)
 : -7, ·, -4
- O=C(OC/C=C/c1ccccc1)C1CC(=O)N(c2ccccc2)C1 (stereo not given)
 : 3, -2, 2
- CC(C)CC(NS(C)(=O)=O)C(=O)O (stereo not given)
 : -7, ·, 1
- O=C(NCCc1ccc2c(c1)OCCO2)NCc1ccccc1
 : -2, ·, 0
- CCOC(=O)N1CCN(C(=O)Cn2nc(C)c3cnn(C(C)(C)C)c3c2=O)CC1
 : -7, ·, 4
- O=C(c1ccc(Oc2ccccc2)o1)N1CCC2(CCOCC2)C1
 : 2, ·, -3
- CCC1C=CCN1C(=O)c1ccc(-c2ccn[nH]2)cc1 (stereo not given)
 : -4, -10, 2
- O=C(N/N=C\c1ccncc1)c1cc(-c2ccc(Cl)s2)[nH]n1
 : -10, -2, 3
- Cc1noc(C)c1S(=O)(=O)N1CCCN(c2cc(=O)n3ccccc3n2)CC1
 : -6, -20, 1
- COc1ccc(CN2CCCN(S(=O)(=O)c3ccc4c(c3)N(C)CC4)CC2)cc1
 : 0, ·, -1
- CC(CN(C)C(C)C)C(=O)N1CCc2onc(-c3ccc4c(c3)OCO4)c2C1 (stereo not given)
 : -5, -12, 8
- COc1ccc(-c2nnc(SCc3cccc(OC)c3)n2C2CCCCC2)cc1
 : -3, -5, 23
- CCOCC(O)CN1CCC(OCC(C)C)CC1 (stereo not given)
 : -18, ·, 0
- c1ccc(COCCCc2cnc[nH]2)cc1
 : -8, ·, 24
- CCN=c1scc(-c2ccc(Br)s2)n1N=CC1CCCCC1
 : -6, -4, -1
- CCN(CC)C(=O)CC[C@@H]1CNC(=O)[C@@H]2C[C@H](NC(=O)c3ccc(N(C)C)cc3)CN12
 : -5, -6, -6
- CCC(=O)N1CCCCC1C(=O)Nc1nnc(C2CCCCC2)s1 (stereo not given)
 : -5, ·, 1
- O=C(c1ccc(F)cc1)N1CCN(C(=O)c2ccco2)CC1
 : -2, 1, 10
- C=c1onc(-c2ccccc2)c1=c1[nH]/c(=C\c2ccc(F)cc2)c(=O)o1
 : -5, -6, -2
- CCOC(=O)C1=C(C)N=c2s/c(=C/c3ccc4c(c3)OCO4)c(=O)n2C1c1ccc(OC(C)=O)cc1 (stereo not given)
 : 1, -1, 4
- COCCN(Cc1ccc(C)cc1)Cc1c(C)nn(C)c1Cl
 : 2, ·, 5
- Cc1ccc(C(NC(=O)NCCC(=O)N2CCCCC2)C2CC2)cc1 (stereo not given)
 : -6, ·, 1
- O=C1NCCNC1c1cccs1 (stereo not given)
 : 1, ·, -19
- CCOC(=O)N1CCN(S(=O)(=O)Nc2cccc(N3CCCC3=O)c2)CC1
 : -11, ·, 9

Following part.
Values run as follows: hcGAS inh, mcGAS lum, NPYLR7 ag
- CC(C)(C)NC(=O)c1ccn(-c2ccccc2Cl)n1
 : -1, -2, -1
- COC(=O)[C@@H]1C[C@@H](NC(=O)NCc2ccccc2F)CN1C
 : -3, ·, 10
- Cc1cc(C(=O)N2CCN(Cc3cccc(O)c3)CC2)ccc1F
 : -7, ·, 7
- O=c1ccc(-c2cccnc2)nn1CCNS(=O)(=O)c1ccccc1Cl
 : -6, ·, 4
- Cc1ccccc1-c1cc(O)c2c(c1)CN(Cc1nccs1)CCO2
 : -2, ·, 0
- CCOC(=O)C1CCN(Cn2[nH]c(=O)ccc2=O)CC1
 : -7, -7, -1
- COCCOc1ccccc1-n1c(C)cn2c3c(=O)n(C)c(=O)n(C)c3nc12
 : -5, ·, -2
- COC(=O)C(NC(=O)C1=COCCC1)c1ccc(OC)c(OC)c1 (stereo not given)
 : -4, ·, 0
- N#Cc1ccccc1CNc1ccc(Br)cc1F
 : -6, ·, 5
- CC1(C(=O)NCCCN2CCCC2=O)CCN1Cc1ccc(-c2ccccc2)o1 (stereo not given)
 : -10, ·, 8
- O=C(NCC(F)(F)F)C1CSCN1C(=O)CCc1ncc(-c2ccc(Cl)cc2)o1 (stereo not given)
 : -11, -15, -2
- COC(=O)c1ccc(CN2C(=O)C(C)ON=C2c2ccccc2-c2ccco2)o1 (stereo not given)
 : -1, ·, 10
- CCOC(=O)C1(Cc2ccc(OC)cc2)CCN(C(=O)c2ccsc2)CC1
 : -4, -2, -3
- N#Cc1ccc(CS(=O)(=O)Cc2ccccc2F)cc1
 : -9, -16, 19
- O=C(CN1C(=O)c2ccccc2S1(=O)=O)NC1CC1
 : 1, ·, 15
- NCc1ccc(CNC2CCC3(CCNCC3)CC2)cc1
 : -5, -21, 1
- Cc1nn(-c2ccc(N3CCN(C(=O)Cc4ccccc4)CC3)nn2)c(C)c1C
 : -5, -9, -5
- C=CCNC(=O)NC(=O)CSc1nnc(-c2ccccc2)o1
 : -7, -7, -5
- CS(=O)(=O)c1ccc(C(=O)N2CCN(c3ccc(O)cc3)CC2)cc1
 : -7, ·, -6
- O=C(CCn1c(=O)oc2ccccc21)NC1=NCCS1
 : -5, ·, 2
- COCCCn1ccnc1-c1ccc(-n2cccn2)cc1C
 : -8, ·, 5
- CN(C(=O)c1cccc(-c2ccco2)c1)C1CCCN(Cc2ccccc2F)C1 (stereo not given)
 : -7, ·, 0
- COc1ccccc1S(=O)(=O)NCc1ccccc1F
 : 9, ·, -6
